Vif-APOBEC3F blk – blocks the Vif interaction with APOBEC3F; HeLa A3F-eYFP + Vif (tagged APOBEC3F with the HIV-1 protein that degrades it), YFP fluorescence increase; Potency, µM (series often up to 46.1 µM), inactives show at the top dose activity, negative = active; actives 0.2% (n = 390,000); AID 602313; further: potency means the concentration at half of the fitted maximal effect; % of control where 0% means no effect; nearly all actives have a fitted effect of over 65% in size
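Fluorescence increase (Ex 488/Em 500-530) after overnight compound treatment at 37 deg C flags inhibition of Vif-driven A3F-eYFP loss in stable HeLa A3F-eYFP/Vif cells seeded overnight beforehand.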
TrxR1 substrate – is turned over as a substrate by rat TrxR1; O89049; AID 588456; actives 0.01% (n = 390,000); purified TrxR1 substrate turnover, NADPH consumption readout; Potency, µM (doses to about 114 µM), for the others: at the highest dose activity change, negative = substrate turnover; further: potency means the concentration at half of the fitted maximal effect; on the % scale 0 is the no-effect control and ±100 the full control effect; nearly all actives have a fitted effect of over 50% in size
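Rat TrxR1, dispensed at 90 nM, was prereduced with 400 uM NADPH (final) for 5 min at ~22 deg C, then incubated with compound 15 min before 400 uM selenite. A first-read NADPH fluorescence drop versus no-compound background flagged substrates.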
RXFP1 ag – activates the human relaxin receptor RXFP1. Potency, µM (series often up to 57.5 µM), inactives show at the top dose activation, hits mostly activators. actives 0.3% (n = 370,000). Q9HBX9. HEK293T-RXFP1 cAMP TR-FRET, 30 min; response scale: percent of porcine relaxin response, buffer zero; further: potency means the concentration at half of the fitted maximal effect; on the % scale 0 is the no-effect control and ±100 the full control effect; nearly all actives have a fitted effect of over 60% in size; many of its hits are not listed in these tables
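HEK293T cells stably expressing RXFP1 were pretreated with the PDE4 inhibitor Ro 20174, exposed to compounds for 30 min at 37C, lysed, and cAMP was read by TR-FRET. Data normalized to buffer (basal) and 29 nM porcine relaxin (100%).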
LDHA block – inhibitors of human lactate dehydrogenase A | P00338 | actives 0.15% (n = 480,000) | purified LDHA, NADH/diaphorase-resazurin fluorescence; active compounds read low | activity change, % (values are at about 110 or 230 µM) | AID 1347041; in the data active means activity change below about -30%; inconclusive means mostly about -25% to -30%;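 further: plate controls were DMSO wells for no effect and wells without enzyme for full effect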
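Human LDH5 at 2 nM final in Tris HCl pH 7.4 with 0.06 mM NADH and 0.2 mM pyruvate, reacted 5 minutes at room temperature. Remaining NADH coupled via diaphorase/resazurin; resorufin fluorescence read at 0 and 20 minutes, normalized to enzyme-free and DMSO wells.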
USP1 inh – USP1/UAF1 (human) deubiquitinase inhibition; recombinant USP1/UAF1, Ub-Rhodamine cleavage fluorescence; AID 743255; actives 0.23% (n = 390,000); Potency, µM (titrated, usually from 57.1 µM), without a hit: at the highest dose activity change, negative = inhibition, hits mostly inhibitors; further: potency means the concentration at half of the fitted maximal effect; on the % scale 0 is the no-effect control and ±100 the full control effect; nearly all actives have a fitted effect of over 60% in size; inactives centre near -12
Target sequence (O94782 whole entry, looked up): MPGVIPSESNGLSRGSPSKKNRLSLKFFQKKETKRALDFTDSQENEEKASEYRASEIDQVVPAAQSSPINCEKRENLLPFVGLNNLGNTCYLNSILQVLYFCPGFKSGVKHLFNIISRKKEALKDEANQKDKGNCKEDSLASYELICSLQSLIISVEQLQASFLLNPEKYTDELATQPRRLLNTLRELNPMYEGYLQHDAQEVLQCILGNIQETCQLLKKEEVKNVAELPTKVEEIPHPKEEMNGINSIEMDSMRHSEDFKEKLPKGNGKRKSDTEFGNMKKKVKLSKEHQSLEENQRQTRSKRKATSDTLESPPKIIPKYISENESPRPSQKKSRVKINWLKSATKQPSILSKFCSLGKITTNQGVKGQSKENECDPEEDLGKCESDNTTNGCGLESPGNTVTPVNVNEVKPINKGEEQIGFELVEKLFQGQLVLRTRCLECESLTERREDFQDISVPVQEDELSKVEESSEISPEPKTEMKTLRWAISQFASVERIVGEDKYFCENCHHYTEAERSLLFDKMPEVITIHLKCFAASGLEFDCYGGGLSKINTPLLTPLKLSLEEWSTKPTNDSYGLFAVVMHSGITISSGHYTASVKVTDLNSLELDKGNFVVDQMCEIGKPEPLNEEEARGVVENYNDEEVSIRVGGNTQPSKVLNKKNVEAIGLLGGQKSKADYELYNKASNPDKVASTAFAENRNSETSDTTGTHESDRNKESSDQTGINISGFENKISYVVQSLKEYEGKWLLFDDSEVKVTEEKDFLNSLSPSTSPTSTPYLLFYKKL
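USP1/UAF1 complex (1 nM) preincubated 15 min at room temperature with compound, then Ub-Rho substrate (150 nM final) added. Kinetic fluorescence at 480/540 nm over 6 reads at 60 s intervals; 50 mM HEPES pH 7.8, 0.5 mM EDTA, 0.1 mg/ml BSA, 1 mM TCEP, 0.01% Tween-20.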
Glioma ERSR ind – inducers of ER stress response in human glioma cells | U87-MG GRP78 promoter luciferase reporter, 16 h | Potency, µM, without a hit: at the top dose activation, actives largely listed as activators | actives 0.02% (n = 420,000); further: potency means the concentration at half of the fitted maximal effect; series mostly up to about 76 µM; % of control where 0% means no effect; nearly all actives have a fitted effect of over 35% in size
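Stably transfected U87-MG glioma cells carrying a GRP78-based luciferase sensor; 16 h compound incubation. Luminescence end-point read 10 min after Bright-Glo addition at room temperature.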
mIDH1 inhibitor – human IDH1 R132H inhibition; actives 0.093% (n = 390,000); IDH1-R132H enzyme, NADPH consumption, diaphorase/resazurin fluorescence; Potency, µM (highest dose often 76.6 µM), for the others: top-dose activity change, negative = inhibition, usual class: inhibitors; AID 602179; O75874; further: potency means the concentration at half of the fitted maximal effect; on the % scale 0 is the no-effect control and ±100 the full control effect; nearly all actives have a fitted effect of over 65% in size
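IDH1-R132H (0.5 ug/mL dispensed) in pH 7.5 Tris buffer was preincubated 30 min with compound, then given a substrate mix of 0.016 mM NADPH and 2 mM alpha-KG for 80 min at room temperature; remaining NADPH was read by diaphorase/resazurin fluorescence.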
PI4K2A inh – PI4K2A (human) kinase inhibition | Q9BTU6 | purified PI4K2A, ADP-Glo luminescence, 1 h; active compounds read low | activity change, negative = inhibition, % at 76.9 µM | actives 0.13% (n = 420,000); in the data active means activity change below about -50%; inconclusive means mostly about -30% to -49%;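 further: -100% = wells without enzyme as full effect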
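PI4K2A activity was measured by ADP-Glo luminescence: enzyme (4 ug/mL stock) and phosphatidylinositol (1.2 mM stock) in Tris pH 7.5/MgCl2/EGTA/Triton X-100 buffer were reacted with ATP (300 microM stock) for one hour at ambient temperature.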
Vif-A3G inh – blocks the Vif interaction with human APOBEC3G. Q9HC16. HeLa A3G-eYFP + Vif (tagged APOBEC3G with the HIV-1 protein that degrades it), YFP fluorescence, overnight. Potency, µM (series often up to 46.1 µM), for the others: top-dose activity, negative = active, most hits filed as inhibitors. actives 0.076% (n = 410,000);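 further: potency means the concentration at half of the fitted maximal effect; on the % scale 0 is the no-effect control and ±100 the full control effect; nearly all actives have a fitted effect of over 60% in size; hits raise eYFP signal because A3G escapes Vif-driven loss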
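Read-out is eYFP fluorescence (Ex 488/Em 500-530) from Vif-expressing HeLa A3G-eYFP cells; more signal means A3G escaped Vif-mediated degradation. Cells plated overnight, compound pinned in, incubated overnight at 37 deg C.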
Active calls of the source: *; ? = inconclusive; . = no result given; [ ] = another dose, or the depositor's remark. Unless noted, the call rests on the fitted dose curve; in most records, active means well fitted curve in the direction sought with a large enough effect; inconclusive means small, poorly fitted or top-dose-only effect, or another doubt; inactive means no such curve, though single readings can be large; an effect the other way counts as inactive or inconclusive. The list is partial; count on the stated rates, not on these rows.

no.	smiles	Vif-APOBEC3F blk	TrxR1 substrate	RXFP1 ag	LDHA block	USP1 inh	Glioma ERSR ind	mIDH1 inhibitor	PI4K2A inh	Vif-A3G inh
1	CCc1ccc(NC(=O)c2ccc3c(=O)n4c(nc3c2)CCCCC4)cc1	4%	6%	3.2%	-3	-11%	6%	0%	-5	1%
2	CCN(CCNC(=O)CN(C)S(=O)(=O)c1cccc2nsnc12)c1ccccc1	0%	9%[57.1 µM]	-0.5%	3	-23%	-3%	8%	4	-3%
3	CC(C)(CO)NC(=O)c1ccc2nc(Cc3cccc(Cl)c3)oc2c1	8%	-4%	0.5%	1	-7%	1%	-6%	-3	-4%
4	COc1ccc(/C=N/NC(=O)c2cccc(NC(C)=O)c2)c(C(=O)O)c1OC	1%	2%	-0.7%	-5	-14%	2%	-14%	6	-2%
5	Cc1cccc(NC(=O)[C@H](Cc2ccccc2)NC(=O)[C@@H]2Cc3ccccc3CN2)c1	1%	1%	6.5%	-2	-23%	0%	19%	3	0%
6	Cc1nc2ncnn2c(C)c1CCC(=O)N1CCN(C(=O)c2ccco2)CC1	16%	8%	7.8%	-3	-2%	-5%	1%	-2	0%
7	CC1(O)N(Cc2ccccc2)C(=O)OC12CCCCC2 (stereo not drawn)	-3%	-1%	0.2%	-11	-10%	-4%	0%	-9	-1%
8	c1ccc(Nc2ccnc(Nc3ccccc3)n2)cc1	-4%	-1%	0.6%	-1	-21%	2%	1%	0	-1%
9	COc1ccc(CC(=O)NCc2ccccn2)cc1OC	5%	0%	3.8%	0	-22%	-2%	6%	6	0%
10	CC(C)(C)OC(=O)N1CCC(c2c(C(=O)N3CCOCC3)cnn2-c2cccc(F)c2)CC1	4%	6%	-1.0%	-2	-1%	-2%	10%	1	0%

Further results follow.
no.	smiles	Vif-APOBEC3F blk	TrxR1 substrate	RXFP1 ag	LDHA block	USP1 inh	Glioma ERSR ind	mIDH1 inhibitor	PI4K2A inh	Vif-A3G inh
11	O=C(NCCN1CCOCC1)C1CCN(Cc2ccccc2O)CC1	-5%	9%	2.0%	-18	-11%	-5%	-3%	0	0%
12	CN1CCN(c2ccc(Cl)cc2NS(=O)(=O)c2ccccc2Cl)CC1	-2%	-3%[57.1 µM]	-0.2%	-4	-20%	-3%	6%	3	2%
13	Cc1cccc(C)c1NC(=O)CN(C)C(=O)c1ccc(-c2cccc(C(F)(F)F)c2)o1	?	-4%[57.1 µM]	2.2%	1	-14%	1%	1%	0	-9%
14	COc1ccccc1/C=N/NC(=O)NC12CC3CC(CC(C3)C1)C2	?	1%	0.7%	1	-25%	-2%	4%	3	-10%
15	COc1cc(C(=O)NCCC(C)C)ccc1OCc1ccc(Cl)cc1Cl	-2%	-7%	6.1%	6	-18%	0%	-1%	-2	-1%
16	COc1ccc(Cn2nnnc2C(c2cccs2)N2CCSCC2)cc1 (stereo not drawn)	-1%	3%	0.2%	-1	-20%	-2%	-1%	12	1%
17	Cc1ncc(NS(=O)(=O)c2ccc(N)cc2)nc1C	7%	12%[57.1 µM]	.	-4	-4%	-4%	1%	1	0%
18	Cc1c(NC(=O)c2ccc3c(c2)OCO3)cccc1-c1nc2ncccc2o1	-3%	-1%	-0.4%	3	0%	4%	-4%	1	-4%
19	CC(NC(=O)COC(=O)C1CSC2(C)CCC(=O)N12)C12CC3CC(CC(C3)C1)C2 (stereo not drawn)	-1%	5%[57.1 µM]	1.3%	-3	1%	-3%	3%	-2	1%
20	Cn1c(SC/C=C/c2ccccc2)nnc1-c1cnccn1	-1%	-1%	0.9%	-7	-1%	5%	3%	3	-3%

Continued.
no.	smiles	Vif-APOBEC3F blk	TrxR1 substrate	RXFP1 ag	LDHA block	USP1 inh	Glioma ERSR ind	mIDH1 inhibitor	PI4K2A inh	Vif-A3G inh
21	CCCCOC(=O)Oc1ccc2c(=O)c(Oc3cc(C)cc(C)c3)coc2c1	2%	8%[57.1 µM]	-1.4%	0	-5%	-4%	3%	7	0%
22	CC(=O)N1CCC(C(=O)NCCOc2ccc(C)cc2)CC1	6%	0%	0.2%	-5	-13%	-3%	4%	2	-2%
23	COc1ccc(NC(=O)CN(C)C(=O)CCCNC(=O)c2ccc(Cl)cc2)cc1	-15%	8%[57.1 µM]	0.7%	-1	-23%	7%	3%	-3	-11%
24	CC(C)Oc1cccc(-c2cc(C(=O)N3CCN(S(C)(=O)=O)CC3)c3ccccc3n2)c1	-1%	8%[57.1 µM]	-1.1%	2	-22%	1%	8%	0	-1%
25	Cc1nc(CNC(=O)c2cc(COc3ccc(F)cc3Cl)on2)cs1	-5%	5%	1.5%	1	-7%	-2%	3%	0	-5%
26	O=C(c1ccc(C(F)(F)F)cc1)C1CCCN(C(=O)CCc2cnccn2)C1 (stereo not drawn)	4%	6%	0.7%	-1	-24%	0%	9%	1	2%
27	C=CCOc1c(CNc2cccc(C(=O)O)c2)cccc1OC	1%	128%[activator]	-0.4%	5	-13%	-5%	1%	-2	-8%
28	CCOc1cc(-c2c(C)c(C)nc(N)c2C#N)ccc1O	-3%	10%[57.1 µM]	0.7%	-4	-15%	-5%	4%	6	-2%
29	COc1cc(OC)cc(C(=O)N2CC(=O)Nc3ccccc32)c1	1%	-3%[57.1 µM]	1.4%	1	-19%	-6%	7%	-5	?
30	N#Cc1c(F)cccc1NCCCn1ccnc1	8%	8%	.	-12	-10%	1%	-9%	1	2%

Continuation:
no.	smiles	Vif-APOBEC3F blk	TrxR1 substrate	RXFP1 ag	LDHA block	USP1 inh	Glioma ERSR ind	mIDH1 inhibitor	PI4K2A inh	Vif-A3G inh
31	Cc1ccc(NC(=O)C[n+]2ccn(C3=C([O-])c4ccccc4C3=O)c2)cc1	-1%	-12%[57.1 µM]	1.6%	-3	-18%	0%	4%	-13	1%
32	Nc1nc(NCc2ccccc2)n(-c2ccccc2)n1	?	6%[57.1 µM]	4.5%	-2	-5%	-2%	-1%	6	0%
33	c1ccc(Cn2c(NCc3ccncc3)nc3ccccc32)cc1	2%	-6%	0.6%	-3	-14%	-5%	-14%	-4	1%
34	CC(Oc1cccc(Br)c1)C(=O)Nc1cccc(S(=O)(=O)N2CCOCC2)c1 (stereo not drawn)	1%	-11%	.	0	-5%	-4%	-1%	-1	0%
35	Cc1ccc(S(=O)(=O)CCN2CCC(n3cccc3)CC2)cc1	-5%	-1%[57.1 µM]	-2.0%	-7	-1%	-4%	-2%	-3	-3%
36	CC(C)Cc1oc(C(=O)O)cc1CN1CCOCC1	-4%	3%[57.1 µM]	0.8%	-4	1%	-2%	-8%	-3	-1%
37	Cn1nc(-c2ccc(Cl)cc2)cc1NC(=O)CSCC(=O)O	12%	5%	-0.9%	-12	-8%	-4%	2%	-4	-1%
38	OC(c1cccc(Cl)c1)c1nc(-c2ccc(Cl)cc2)cs1 (stereo not drawn)	.	.	.	-10	.	0%	.	5	-7%
39	CC(=O)NC(c1cc(Cl)c2ccccc2c1O)C(C)C (stereo not drawn)	4%	-1%	0.7%	2	.	-5%	.	4	?
40	O=C1/C(=C/c2ccccn2)COc2ccccc21	8%	-14%[57.1 µM]	-0.8%	-1	-5%	?	3%	-1	-2%

Arranged by formula weight (falling): part of the list above
no.	smiles	Vif-APOBEC3F blk	TrxR1 substrate	RXFP1 ag	LDHA block	USP1 inh	Glioma ERSR ind	mIDH1 inhibitor	PI4K2A inh	Vif-A3G inh
38	OC(c1cccc(Cl)c1)c1nc(-c2ccc(Cl)cc2)cs1 (stereo not drawn)	.	.	.	-10	.	0%	.	5	-7%
35	Cc1ccc(S(=O)(=O)CCN2CCC(n3cccc3)CC2)cc1	-5%	-1%[57.1 µM]	-2.0%	-7	-1%	-4%	-2%	-3	-3%
33	c1ccc(Cn2c(NCc3ccncc3)nc3ccccc32)cc1	2%	-6%	0.6%	-3	-14%	-5%	-14%	-4	1%
27	C=CCOc1c(CNc2cccc(C(=O)O)c2)cccc1OC	1%	128%[activator]	-0.4%	5	-13%	-5%	1%	-2	-8%
29	COc1cc(OC)cc(C(=O)N2CC(=O)Nc3ccccc32)c1	1%	-3%[57.1 µM]	1.4%	1	-19%	-6%	7%	-5	?
39	CC(=O)NC(c1cc(Cl)c2ccccc2c1O)C(C)C (stereo not drawn)	4%	-1%	0.7%	2	.	-5%	.	4	?
28	CCOc1cc(-c2c(C)c(C)nc(N)c2C#N)ccc1O	-3%	10%[57.1 µM]	0.7%	-4	-15%	-5%	4%	6	-2%
36	CC(C)Cc1oc(C(=O)O)cc1CN1CCOCC1	-4%	3%[57.1 µM]	0.8%	-4	1%	-2%	-8%	-3	-1%
32	Nc1nc(NCc2ccccc2)n(-c2ccccc2)n1	?	6%[57.1 µM]	4.5%	-2	-5%	-2%	-1%	6	0%
30	N#Cc1c(F)cccc1NCCCn1ccnc1	8%	8%	.	-12	-10%	1%	-9%	1	2%
40	O=C1/C(=C/c2ccccn2)COc2ccccc21	8%	-14%[57.1 µM]	-0.8%	-1	-5%	?	3%	-1	-2%
